Assay outcomes (PubChem)
FBA Mtb inh – inhibits M. tuberculosis FBA enzyme | P9WQA3 | purified M. tuberculosis FBA, fluorescence read-out | inhibition, % at 1 µM | actives 2.3% (n = 360,000) | AID 588726; in the data active = inhibition above about 27%;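 note: 0% = vehicle and 100% = reference inhibitor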
Target sequence (P9WQA3 whole entry, looked up): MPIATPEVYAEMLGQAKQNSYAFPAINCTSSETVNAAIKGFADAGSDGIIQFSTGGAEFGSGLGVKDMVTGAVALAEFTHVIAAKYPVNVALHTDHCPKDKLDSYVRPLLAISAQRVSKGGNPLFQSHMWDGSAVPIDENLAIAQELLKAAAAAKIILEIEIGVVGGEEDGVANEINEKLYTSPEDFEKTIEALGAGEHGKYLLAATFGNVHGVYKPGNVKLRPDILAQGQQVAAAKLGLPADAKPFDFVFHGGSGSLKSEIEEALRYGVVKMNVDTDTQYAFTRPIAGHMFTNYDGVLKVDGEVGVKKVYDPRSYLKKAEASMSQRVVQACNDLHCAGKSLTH
SSB-PriA inh – K. pneumoniae PriA-SSBct interaction inhibition; inhibition, % at 33 µM; actives 0.6% (n = 430,000); AlphaScreen SSBct-PriA binding, biotinylated peptide; in the data active = inhibition mostly above about 37%, no sharp cut-off; inactive = mostly below about 20%;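 note: plate controls were negative control peptide for no effect and reference peptide for full effect; strong numbers were not always called active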
BioA inh – BioA (M. tuberculosis) enzyme inhibition; purified M. tuberculosis BioA enzyme, plate reader; inhibition, % at 9.99 µM; actives 0.096% (n = 360,000); in the data active = inhibition above about 40%
DUSP3 inh – DUSP3 (human) phosphatase inhibition | P51452 | recombinant VHR phosphatase, pNPP absorbance | inhibition, % at 13.3 µM | actives 0.52% (n = 290,000) | AID 1654; in the data active = inhibition above about 50%; note: some compounds called inactive have numbers as strong as hits
Vc quorum ag – quorum light induction in luxS cqsA deficient V. cholerae | AID 588436 | actives 0.16% (n = 350,000) | V. cholerae BH1578 lux reporter, luminescence, 6 h | activation, % at 18.7 µM; in the data active = activation mostly above about 9.7%, no sharp cut-off; note: not every result past the cut was called active; inactives centre near 0; reference of the scale not given here
Mtb UGM inh – Mtb UDP-galactopyranose mutase inhibition; P9WIQ1; purified UGM, fluorescence polarization probe displacement; actives 0.06% (n = 320,000); inhibition, % at 10 µM; in the data active = inhibition above about 10%, passing the limit was not always enough
3CLpro inhibitor – SARS-CoV 3CLpro protease inhibition. P0C6X7. recombinant SARS-CoV 3CLpro, quenched FRET peptide cleavage. inhibition, % at 6 µM. actives 0.14% (n = 290,000); in the data active = inhibition above about 12%
GDH-TPI inh – GDH-TPI coupled enzyme inhibition counter-screen; GDH-TPI coupled enzyme counterscreen, NADH absorbance; actives 1.2% (n = 360,000); inhibition, % at 4.8 µM; AID 588335; in the data active = inhibition above about 30%;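 note: 0% = DMSO wells and 100% = wells lacking the enzyme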
MazEF act – increases E. coli MazEF RNase cleavage of RNA; P0AE70; FAM/BHQ RNA-DNA oligo cleavage fluorescence, 5 h; activation, % at 20 µM; actives 0.32% (n = 350,000); AID 504720; in the data active = activation above about 50%
Target sequence (P0AE70 whole entry, looked up): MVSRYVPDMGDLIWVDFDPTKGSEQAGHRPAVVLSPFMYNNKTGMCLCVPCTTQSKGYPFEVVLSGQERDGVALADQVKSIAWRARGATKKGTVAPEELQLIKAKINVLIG
Rv3671c inh – Rv3671c (M. tuberculosis) protease inhibition; P9WHR9; inhibition, % at 5.96 µM; actives 0.048% (n = 320,000); AID 2606; in the data active = inhibition above about 38%;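 note: extracellular domain of Rv3671c used as enzyme; 0% = enzyme with DMSO and 100% = no enzyme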
Target sequence (P9WHR9 whole entry, looked up, the tested form may be a part): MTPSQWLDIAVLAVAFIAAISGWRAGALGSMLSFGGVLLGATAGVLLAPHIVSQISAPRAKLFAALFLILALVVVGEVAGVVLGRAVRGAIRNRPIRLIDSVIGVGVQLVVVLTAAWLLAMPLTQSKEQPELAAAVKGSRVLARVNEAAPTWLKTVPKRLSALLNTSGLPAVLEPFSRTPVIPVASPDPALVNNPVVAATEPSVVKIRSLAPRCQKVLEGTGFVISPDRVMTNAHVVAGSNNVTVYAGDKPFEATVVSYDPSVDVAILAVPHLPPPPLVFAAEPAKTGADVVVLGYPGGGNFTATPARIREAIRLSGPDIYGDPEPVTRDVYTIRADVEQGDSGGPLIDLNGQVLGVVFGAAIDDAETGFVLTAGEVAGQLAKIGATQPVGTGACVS
Numbers without * were called inactive; & = joins results of further samples. These rows are one share of the data (hit frequency here may not be typical).

`O=C(CSc1ncnc2c1oc1ccccc12)NCc1ccco1` gave FBA Mtb inh -1, SSB-PriA inh 9, BioA inh -0.6, DUSP3 inh -8, Vc quorum ag -0.8, Mtb UGM inh 0.8, 3CLpro inhibitor 0, GDH-TPI inh 7, MazEF act 7 and Rv3671c inh -4.
For O=C(c1ccccc1)N1CCN(C(=O)c2ccc([N+](=O)[O-])cc2)CC1 the results were FBA Mtb inh 2, SSB-PriA inh -1, DUSP3 inh -7, Vc quorum ag 3.4, Mtb UGM inh -1.3, 3CLpro inhibitor 6, GDH-TPI inh -2, MazEF act 3 and Rv3671c inh -2.
Screening Cc1ccc(-n2cc(CNC(C)c3cnn(C)c3C)c(-c3ccc(F)cc3)n2)cc1 (centres undefined) returned FBA Mtb inh 5, SSB-PriA inh 1, DUSP3 inh 25, Vc quorum ag -0.7, Mtb UGM inh -3.4, 3CLpro inhibitor 4, GDH-TPI inh -9, MazEF act 7 and Rv3671c inh -8.
For CCOc1cc(C(=O)NC)cc(OCC)c1OCC the results were FBA Mtb inh -3, SSB-PriA inh 0, BioA inh 0.3, DUSP3 inh 25, Vc quorum ag -3.6, Mtb UGM inh -2.9, 3CLpro inhibitor 1, GDH-TPI inh -6, MazEF act -7 and Rv3671c inh 7.
CC(=O)c1cccc(S(=O)(=O)N2CCC(n3nnc4cc(F)ccc43)CC2)c1 was read as FBA Mtb inh 1, SSB-PriA inh -1, DUSP3 inh 6, Vc quorum ag -1.6, Mtb UGM inh 0.3, 3CLpro inhibitor 6, GDH-TPI inh -5, MazEF act -5 and Rv3671c inh -3.
For CC1CCc2cc(F)ccc2N1C(=O)c1cnc2sccn2c1=O (centres undefined) the results were FBA Mtb inh -2, SSB-PriA inh 0, BioA inh -0.2, DUSP3 inh 2, Vc quorum ag inactive, Mtb UGM inh -1.0, 3CLpro inhibitor -4, GDH-TPI inh 12, MazEF act 8 and Rv3671c inh 1.
O=C(CCC1CCCN(c2ncccn2)C1)NCc1ccccc1F (centres undefined) was read as FBA Mtb inh 6, SSB-PriA inh -3, DUSP3 inh 3, Mtb UGM inh -0.2, 3CLpro inhibitor 1, GDH-TPI inh -1, MazEF act 2 and Rv3671c inh 6.
`CCOc1ccc(N(C)Cc2cc(=O)oc3ccc(OCC)cc23)cc1` gave FBA Mtb inh 7, SSB-PriA inh 16, BioA inh 0.2, DUSP3 inh 10, Vc quorum ag -6.7, Mtb UGM inh -0.7, 3CLpro inhibitor 1, GDH-TPI inh 18 and MazEF act 3.
For CCCCC(=O)NNC(=O)c1c(O)c2ccccc2[nH]c1=O the results were FBA Mtb inh -5, SSB-PriA inh -13, DUSP3 inh -19, Vc quorum ag -0.5, Mtb UGM inh -3.3, 3CLpro inhibitor -2, GDH-TPI inh -10, MazEF act 9 and Rv3671c inh -7.
`Cc1ncc([N+](=O)[O-])n1CCO` gave FBA Mtb inh -2, SSB-PriA inh -14, BioA inh -6.3, DUSP3 inh -3&-6, Vc quorum ag 0.6, Mtb UGM inh -3.4, 3CLpro inhibitor 0&-5, GDH-TPI inh 18, MazEF act 12 and Rv3671c inh 3.
Screening S=C(Nc1ccc(Cl)cc1)c1nc2ccccc2s1 returned FBA Mtb inh 0, SSB-PriA inh 14, BioA inh -0.2, DUSP3 inh 3, Vc quorum ag inactive, Mtb UGM inh -4.0, 3CLpro inhibitor 5, GDH-TPI inh -7, MazEF act 11 and Rv3671c inh 0.
For Cc1ccnc(SCC(=O)n2c3c(c4ccccc42)CC(C)CC3)n1 (centres undefined) the results were FBA Mtb inh -2, SSB-PriA inh -9, BioA inh -0.4, DUSP3 inh 24, Vc quorum ag inactive, Mtb UGM inh -0.5, 3CLpro inhibitor 0, GDH-TPI inh 5, MazEF act 5 and Rv3671c inh -10.
O=C1CCC(=O)c2ccc3c4c(ccc1c24)CC3 was read as FBA Mtb inh 42*, SSB-PriA inh -14, BioA inh -0.8, Vc quorum ag 3.4, GDH-TPI inh 32* and MazEF act 0.
`C/C=C(\C)CN1CCC(n2nccc2NC(=O)CCCc2ccccc2)CC1` gave FBA Mtb inh 3, SSB-PriA inh 4, BioA inh -0.4, DUSP3 inh 7, Vc quorum ag inactive, Mtb UGM inh -3.3, 3CLpro inhibitor -4, GDH-TPI inh -8 and MazEF act -2.
For Cc1ccc2[nH]c(=O)c(CN(CCc3ccccc3)C(c3nnnn3Cc3ccco3)C(C)C)cc2c1 (centres undefined) the results were FBA Mtb inh 6, SSB-PriA inh 1, BioA inh -1.9, DUSP3 inh 0, Vc quorum ag -0.5, Mtb UGM inh 2.0, 3CLpro inhibitor -1, GDH-TPI inh 20, MazEF act 12 and Rv3671c inh -14.
CCOC(=O)[C@H]1[C@H]2COc3ccc(C)cc3[C@@H]2N2C(=O)CN(C)C(=O)[C@@]12C was read as FBA Mtb inh 0, SSB-PriA inh -6, BioA inh 0.6, Vc quorum ag -0.4, GDH-TPI inh 9 and MazEF act 3.
`COc1ccccc1C=NN1C(=O)CSC1=S` gave FBA Mtb inh -2, SSB-PriA inh -2, Vc quorum ag inactive, GDH-TPI inh 5 and MazEF act 4.
For CCn1nc(C(=O)OCC(=O)N2CC(=O)Nc3ccccc32)c2ccccc2c1=O the results were FBA Mtb inh 0, SSB-PriA inh -3, DUSP3 inh 40, Vc quorum ag -0.7, Mtb UGM inh -0.7, 3CLpro inhibitor -3, GDH-TPI inh 2, MazEF act 2 and Rv3671c inh 4.
S=C(c1ccc(-c2ccc(Br)cc2)o1)N1CCCCC1 was read as FBA Mtb inh 59*, SSB-PriA inh 9, BioA inh -0.5, DUSP3 inh 39, Vc quorum ag -0.2, Mtb UGM inh 0.5, 3CLpro inhibitor -1, GDH-TPI inh 0, MazEF act -6 and Rv3671c inh 2.
`CN=c1scc(C)n1/N=C/c1cc(Br)c(O)c(Br)c1` gave FBA Mtb inh -4, DUSP3 inh 11, Vc quorum ag -2.9, Mtb UGM inh 1.5, 3CLpro inhibitor 3, GDH-TPI inh 7, MazEF act 7 and Rv3671c inh -1.
CC(=O)Nc1ccc(S(=O)(=O)N[C@@H](C)C(=O)Nc2ccc(N3CCOCC3)cc2)cc1 was read as FBA Mtb inh -3, SSB-PriA inh 0, BioA inh -1.5, DUSP3 inh 15, Vc quorum ag -0.4, Mtb UGM inh 0.9, 3CLpro inhibitor -3, GDH-TPI inh 11, MazEF act 1 and Rv3671c inh 2.
For CCOC(=O)C1(Cc2ccccc2C)CCCN(C(=O)c2cc(C3CC3)[nH]n2)C1 (centres undefined) the results were FBA Mtb inh 0, SSB-PriA inh -16, BioA inh -2.7, DUSP3 inh 13, Vc quorum ag -0.2, Mtb UGM inh -0.1, 3CLpro inhibitor -1, GDH-TPI inh 1, MazEF act 2 and Rv3671c inh 2.
For Nc1nonc1-n1nnc(C(=O)N/N=C/c2ccc(O)cc2)c1COc1ccc(F)cc1 the results were FBA Mtb inh -2, BioA inh -1.7, DUSP3 inh 34, Vc quorum ag -0.1, Mtb UGM inh -1.6, 3CLpro inhibitor 8, GDH-TPI inh 32*, MazEF act -9 and Rv3671c inh -6.
`CN(C)C(=O)CCc1ccc2c3c([nH]c2c1)[C@]1(CCc2ccccc2)[C@@H](C(=O)N2CCCCC2)C[C@H](CC(=O)NCCCn2ccnc2)C(=O)N1CC3` gave FBA Mtb inh -2, SSB-PriA inh 0, BioA inh -1.2, Vc quorum ag -0.5, GDH-TPI inh 5 and MazEF act 11.
`O=C(CSc1ccccc1)NCCCc1ccccc1` gave FBA Mtb inh 15, SSB-PriA inh -16, BioA inh -0.8, DUSP3 inh 2, Vc quorum ag -0.3, Mtb UGM inh 0.3, 3CLpro inhibitor 2, GDH-TPI inh -6, MazEF act 6 and Rv3671c inh 2.
`CCOC(=O)N1CCN(C2CC(=O)N(c3ccc(F)cc3)C2=O)CC1` (centres undefined) gave FBA Mtb inh -3, SSB-PriA inh 3, BioA inh 3.0, DUSP3 inh 36, Vc quorum ag -1.1, Mtb UGM inh -0.3, 3CLpro inhibitor 0, GDH-TPI inh -1, MazEF act 2 and Rv3671c inh -7.
`Cc1cc(-c2ccc(F)cc2)nc2cc(C(N)=O)nn12` gave FBA Mtb inh 13, SSB-PriA inh -9, DUSP3 inh 8, Vc quorum ag inactive, Mtb UGM inh 0.4, 3CLpro inhibitor 2, GDH-TPI inh 3, MazEF act 3 and Rv3671c inh 4.

Structures listed so far that have an aryl thioether with sulfur outside any ring, in the order listed:
`O=C(CSc1ncnc2c1oc1ccccc12)NCc1ccco1` gave FBA Mtb inh -1, SSB-PriA inh 9, BioA inh -0.6, DUSP3 inh -8, Vc quorum ag -0.8, Mtb UGM inh 0.8, 3CLpro inhibitor 0, GDH-TPI inh 7, MazEF act 7 and Rv3671c inh -4.
For Cc1ccnc(SCC(=O)n2c3c(c4ccccc42)CC(C)CC3)n1 (centres undefined) the results were FBA Mtb inh -2, SSB-PriA inh -9, BioA inh -0.4, DUSP3 inh 24, Vc quorum ag inactive, Mtb UGM inh -0.5, 3CLpro inhibitor 0, GDH-TPI inh 5, MazEF act 5 and Rv3671c inh -10.
`O=C(CSc1ccccc1)NCCCc1ccccc1` gave FBA Mtb inh 15, SSB-PriA inh -16, BioA inh -0.8, DUSP3 inh 2, Vc quorum ag -0.3, Mtb UGM inh 0.3, 3CLpro inhibitor 2, GDH-TPI inh -6, MazEF act 6 and Rv3671c inh 2.
